NCI-60 one-dose screen, 48 h, at 10 µM unless noted. Numbers give growth in % (100 = growth as untreated, 0 = no growth, -100 = all killed).
HCC-2998 – HCC-2998 colon cancer; AID 1794799; 79,000 tested, 4.7% active
SNB-75 – SNB-75 CNS cancer | 79,000 tested, 5% active | AID 1794750
SF-268 – SF-268 CNS cancer cells; 82,000 tested, 3.1% active; AID 1794759
SF-539 – SF-539 CNS cancer; 81,000 tested, 6.8% active
SNB-19 – SNB-19 CNS cancer cells; 81,000 tested, 2.5% active; AID 1794751
SF-295 – SF-295 CNS cancer cells | 79,000 tested, 5.6% active
KM12 – KM12 colon cancer cells; 82,000 tested, 5% active
HCT-116 – HCT-116 colon cancer. 82,000 tested, 7.3% active
U251 – U251 CNS tumor cells | 80,000 tested, 5.4% active
An asterisk follows results filed as active; / = no result given; & = joins results of further samples; [ ] = another dose, or the depositor's remark. How the source made its calls: active means growth percent below 10; inactive means the rest. An unsorted share of the library (roughly 11% active in at least one column).

SMILES	HCC-2998	SNB-75	SF-268	SF-539	SNB-19	SF-295	KM12	HCT-116	U251
COc1cc([C@H]2[C@]3(C(N)=O)C(N)=NC(=C(C#N)C#N)[C@]23C#N)cc(OC)c1OC	/	73	112	102	100	106	113	111	104
CC(NCCC(c1ccccc1)c1ccccc1)c1ccccc1 (centres undefined)	-31*	87	89	95	91	62	41	43	61
CCC(=O)NNc1nccc(Nc2ccc(S(=O)(=O)Nc3ccncc3)cc2)n1	110	90	97	108	101	104	93	100	106
Fc1ccc(Br)cc1Br	103	115	109	106	110	107	109	99	112
O=C(Nc1cccc(OC(F)(F)F)c1)Nc1ccc2oc(=O)ccc2c1	88	82	82	84	53	31	29	34	56
Cn1c(=O)c2c(c3ccccc31)OC(N)=C(C#N)C21C(=O)c2ccccc2C1=O	101	77	93	92	88	102	95	92	101
CCCC/C=N\NC(=O)C[N+](C)(C)C	94	123	110	105	108	100	98	74	96
O=[N+]([O-])c1cccc(F)c1O	110	95	105	99	104	104	104	96	108
CCOC(=O)C1=C(c2ccccc2)N=C2SC=C(c3cccc([N+](=O)[O-])c3)N2C1c1ccc(O)cc1 (centres undefined)	101	91	94	99	97	101	100	100	97
CC(=O)CCc1ccccc1	93	92	101	95	111	103	112	94	105
NC(CO)(CO)CO	101&104	83&113	106&104	99&103	101&107	109	109&98	101&103	115&110
N#CC(=O)Nc1ccc(Cl)c(Cl)c1	92	75	72	86	70	61	38	46	62
CC(=O)CC(=O)NCc1ccc2c(c1)OCO2	111	85	99	100	96	93	106	106	98
Cc1cc(C)c2c(N)c(-c3nc4ccc(Cl)cc4o3)sc2n1	108	84	112	/	108	104	104	103	99
Cc1ccc2c(c1)C(=O)/C(=C/c1cccc(OCC(=O)c3ccc(Cl)cc3)c1)CS2	/	88	108	112	94	125	60	53	90
Cc1ccc(S(=O)(=O)n2cnc(NS(=O)(=O)c3cc(C)c(Cl)cc3SCc3ccccc3)n2)cc1	65	139	108	93	117	101	106	101	100
Cc1cnc([C@]23CC[C@@H](C)[C@H](C)[C@H]2C2=CC[C@@H]4[C@@]5(C)Cc6c([nH]c7ccccc67)C(C)(C)[C@@H]5CC[C@@]4(C)[C@]2(C)CC3)o1	50[100 µM]	62[100 µM]	36[100 µM]	6.5*[100 µM]	36[100 µM]	32[100 µM]	25[100 µM]	17[100 µM]	42[100 µM]
CN1CC(c2ccc(Br)cc2)C2(SC(=O)N(/N=C/c3ccc(Br)cc3)C2=O)C12C(=O)Nc1ccccc12 (centres undefined)	95	77	95	89	87	99	104	95	96
CCCCCCc1cc(N=Nc2ccc(S(=O)(=O)Nc3nnc(C)s3)cc2)c(O)cc1O	100	78	108	103	106	88	127	100	98
N#Cc1c(F)cccc1N1CCSCC1	113	107	/	91	/	91	98	94	87
CCOC(=O)/C=C1\S/C(=N\Nc2ccc([N+](=O)[O-])cc2[N+](=O)[O-])N(Cc2ccccc2)C1=O	93	56	90	100	83	95	97	75	72
O=S(=O)(OCCOS(=O)(=O)c1ccc(Cl)cc1)c1ccc(Cl)cc1	73	80	80	99	86	101	/	92	103
CC(C)=CCc1cc2c(cc1O)C1=C(C(=O)C3=C(C1=O)S(=O)(=O)CCN3)C(C=C(C)C)O2 (centres undefined)	-66*	-81*	0.0*	-100*	-91*	-66*	14	-25*	-81*
CCCCCCCCCCCCCCCCOc1ccc(S(=O)(=O)Nc2cc(C(=O)OC)cc(C(=O)OC)c2)cc1N	102	105	111	94	112	/	110	106	101
COc1ccc([C@@H]2c3[nH]c4ccccc4c3C[C@H]3C(=O)N(C4CCN(CC5CCCCC5)CC4)CC(=O)N23)c(OC)c1	79	83	67	79	86	99	82	50	72
CC1(C)CCC(=O)OC1=O	104	101	113	94	108	113	110	113	101
COc1cc(OC)c(S(=O)(=O)NNC(=O)c2ccncc2)cc1C1=NN(C=O)C(c2ccc(Cl)cc2)C1 (centres undefined)	104	100	101	98	100	105	105	102	101
Cc1ccc2c(n1)C[C@H](C(C)(C)O)CC[C@H]2C	102	92	101	100	92	93	109	97	94
CC(C)(C)c1cc2n(n1)-c1ccccc1CC(=O)N2Cc1ccc(Cl)cc1	97	98	110	114	129	92	97	70	104
CC[N+](CC)(CCCC(C)[N+]1(Cc2ccccc2)C(C)=CC=C1C)Cc1ccccc1 (centres undefined)	81	88	99	98	93	98	82	48	106
COc1ccc(-c2nc(SCCC(C)C)nc(NCCO)c2C#N)cc1	108	110	94	84	97	91	91	88	83
Cc1ccc(S(=O)(=O)NCCCNc2nccc(-c3c(-c4cccc([N+](=O)[O-])c4)nc4sccn34)n2)cc1	81	/	50	87	84	42	34	40	74
c1ccc(-n2cc3c(c2)-c2oncc2CC3)cc1	97	70	101	85	87	97	93	100	101
O=C(Nc1cccc(-n2cc(-c3ccncc3)c(-c3ccc(O)c(Cl)c3)n2)c1)c1cccc(C(F)(F)F)c1	26	39	52	27	70	7.6*	20	22	-28*
O=C1CC(c2ccc(Cl)cc2)c2cnn(Cc3ccc4c(c3)OCO4)c2N1 (centres undefined)	83	78	81	91	93	95	87	86	76
CNC[C@@H](O)c1ccc(O)c(O)c1	111&99	109&89	115&121	114&97	120&107	117&100	109&114	108&103	109&113
O=C1C2[C@@H]([C@H]3CO[C@@H]1O3)[C@H]2C(=O)c1cccs1 (some centres undefined)	100	101	107	96	105	92	102	100	101
Cc1ccc2c(c1)c1nc3cc(C)c(C)cc3nc1n2CCN(C)C	33	24	30	11	17	5.2*	22	8.9*	24
COc1ccccc1OC(=O)c1ccccc1	110	88	105	134	98	118	104	105	110
COc1cc2cc(/C=C/C(=O)c3ccc(Nc4nccc(-c5ccc6ccccc6c5)n4)cc3)c(=O)[nH]c2cc1OC	100	98	91	106	87	98	100	88	98

Record cards (already shown):
O=C1CC(c2ccc(Cl)cc2)c2cnn(Cc3ccc4c(c3)OCO4)c2N1 (centres undefined) across the screens: HCC-2998: 83; SNB-75: 78; SF-268: 81; SF-539: 91; SNB-19: 93; SF-295: 95; KM12: 87; HCT-116: 86; U251: 76
CC1(C)CCC(=O)OC1=O across the screens: HCC-2998: 104; SNB-75: 101; SF-268: 113; SF-539: 94; SNB-19: 108; SF-295: 113; KM12: 110; HCT-116: 113; U251: 101
COc1cc(OC)c(S(=O)(=O)NNC(=O)c2ccncc2)cc1C1=NN(C=O)C(c2ccc(Cl)cc2)C1 (centres undefined) across the screens: HCC-2998: 104; SNB-75: 100; SF-268: 101; SF-539: 98; SNB-19: 100; SF-295: 105; KM12: 105; HCT-116: 102; U251: 101

Of the compounds above, 2 contain a thiophene ring, fused or not:
SMILES	HCC-2998	SNB-75	SF-268	SF-539	SNB-19	SF-295	KM12	HCT-116	U251
Cc1cc(C)c2c(N)c(-c3nc4ccc(Cl)cc4o3)sc2n1	108	84	112	/	108	104	104	103	99
O=C1C2[C@@H]([C@H]3CO[C@@H]1O3)[C@H]2C(=O)c1cccs1 (some centres undefined)	100	101	107	96	105	92	102	100	101

Pulled one by one from the entries so far:
SMILES	HCC-2998	SNB-75	SF-268	SF-539	SNB-19	SF-295	KM12	HCT-116	U251
COc1ccccc1OC(=O)c1ccccc1	110	88	105	134	98	118	104	105	110
COc1ccc(-c2nc(SCCC(C)C)nc(NCCO)c2C#N)cc1	108	110	94	84	97	91	91	88	83

(more compounds)
SMILES	HCC-2998	SNB-75	SF-268	SF-539	SNB-19	SF-295	KM12	HCT-116	U251
O=C(Cn1cc(CN2CCN(c3ccnc4cc(Cl)ccc34)CC2)nn1)Nc1cccc(F)c1	108	78	92	97	89	94	103	102	96
CN1c2ccccc2N(C)C1c1ccc2c(c1)OCO2	97	91	90	106	101	75	75	87	81
CC(C)(C)C(=O)Nc1cccc(NC(=O)c2ccccn2)c1	94	82	96	97	96	97	102	99	98
CN(C)CC1C(=O)O[C@H]2[C@H]1CC/C(COC(=O)NCc1ccc(Cn3c(=O)sn(CCCI)c3=O)cc1)=C\CC[C@@]1(C)O[C@@H]21 (some centres undefined)	41	72	58	24	90	97	105	-73*	85
Cc1nc2scc(-c3ccc(Cl)cc3)n2c(=O)c1CCNc1ccc(S(=O)(=O)N=C(N)N)cc1	99	80	105	102	101	87	104	97	97
COc1cc(-c2nc(N3CCN(c4ccccc4)CC3)c3ccccc3n2)cc(OC)c1OC	86	75	90	105	108	108	91	96	101
CCOC(=O)C1=C(C(=O)c2ccc(Br)cc2)C(c2ccc(O)c(O)c2)NC(=S)N1 (centres undefined)	105	82	90	97	94	104	95	104	99
O=C1c2ccccc2-c2nnc(-c3ccc(Br)cc3)cc21	/	37	59	57	87	14	64	2.0*	29
NNC(=O)COc1ccccc1	104	113	102	/	100	96	104	97	103
CCCCOc1ccc(SCCCN2CCOCC2)cc1	111	101	93	98	98	107	103	103	104
CCCCCCC12CCC(=O)N1CCc1cncn12 (centres undefined)	108	116	120	106	105	105	113	106	100
c1ccc(C2CN3CCSC3=N2)cc1 (centres undefined)	110&102&118	110&120&115&117	105&107&115&114	92&111&111	108&102&97&108	105&105&94&102	103&130&109&112	102&106&100&109	100&118&99&101
O=C1/C(=C/c2ccc(SC(F)(F)F)cc2)Cc2cc3c(cc21)OCO3	107	108	102	102	99	105	102	99	103
O=C(Nc1ncc(Cc2ccccc2)s1)C1=NCCCCN1	103	93	103	105	106	99	101	99	102
Nc1cccc(C(F)(F)F)c1	110	96	88	101	101	114	94	97	103
CC(=O)Nc1cc2c(cc1Cl)C(=O)c1ccccc1C2=O	118	83	106	100	98	/	104	107	92
BrC1=C[C@H](c2ccccc2)[C@@H](C2CCCCC2)[C@@]12CCCO2	99	/	99	102	98	93	106	96	101
O=Cc1ccc(/C=C2/SC(=O)NC2=O)cc1	104	109	93	114	96	106	108	94	112
CCOC(=O)/C=C(\CC(=O)O)Nc1ccccc1	114	87	109	103	108	97	109	101	/
COc1cc(/C=C2\C(=O)N(CCCn3c4ccccc4c(=O)c4ccccc43)c3ccccc32)cc(OC)c1O	81	63	63	80	64	88	71	57	51
S=C(Nc1ccc(OCc2nc3ccc(Cl)cc3[nH]2)cc1)NC1CCCCC1	-69*	11	5.6*	-79*	10	-16*	-13*	-32*	-48*
CC(=O)c1cc(F)ccc1O	98	101	83	104	110	103	102	104	106
CCCCCCCCCCCCCCCCCCOc1ccccc1CC(=O)OCC[N+]1(C)CCCC1	4.0*	7.3*	21	40	31	58	13	29	7.6*
COc1ccc(CN2c3ccccc3Oc3ccccc32)cc1F	/	48	85	65	68	33	41	31	40
C=CCOC(=O)C1=C(C)NC2=C(C(=O)CC(C)(C)C2)C1c1ccc(OC)cc1 (centres undefined)	116	81	94	108	92	105	95	89	103
CC1CC(O)C2C3(C)CCCC2(COC3=O)C12CCC1(CCOC1=O)O2 (centres undefined)	122	96	107	101	108	131	107	97	102
C=C(C)/C=N/O	105	97	114	103	106	100	107	107	102
Clc1ccc2oc3c(OCCCn4ccnc4)c4ccccc4nc3c2c1	72	68	68	65	73	54	56	29	62
Nc1cc([N+](=O)[O-])ccc1F	94	91	115	98	106	100	107	102	103
CCCCCCCCCCCCCCNc1nc(Cl)ncc1-c1ccc(C(F)(F)F)cc1	97	95	97	/	113	100	104	101	94
Cc1c(NS(=O)(=O)c2ccccc2)c(C)c(NS(=O)(=O)c2ccccc2)c(C)c1NS(=O)(=O)c1ccccc1	97	84	88	99	100	90	83	91	92
O=C1c2ccccc2C(=O)c2c1c(C(=O)NCc1ccccc1)c1ccccn21	100	95	104	104	94	98	101	97	94
COc1ccc(CCN(Cc2cc(OC)c(OC)c(OC)c2)c2c(NC3CCCCC3)oc(=O)c3ccccc23)cc1OC	95	81	105	/	97	87	103	102	90
NC(=O)NC(=O)/C=C/C(=O)OCCCl	100	80	110	105	101	89	110	104	101
CC(=O)CC(=O)NCCCN1CCCCCC1	96	100	106	94	108	95	103	93	107
O=C(NCCNC(=O)c1ccccc1)c1ccccc1	104	85	101	94	98	97	101	92	93
COC(=O)C(C)CSCc1ccccc1 (centres undefined)	100	98	100	102	94	97	100	101	90
COC(=O)C(=O)c1cc2ccccc2n1S(=O)(=O)c1ccccc1	109	83	108	103	105	101	105	99	112
CCNC(=O)N1CCc2cc(OC)c(OCCc3ccc(OC)cc3)cc2C1c1ccc(OC)cc1C (centres undefined)	20	3.7*	34	6.3*	26	11	24	10	21
Cc1cc(C)n(-c2cn3c(-c4ccc(Cl)cc4)csc3n2)n1	102	69	102	104	93	82	100	90	88
Cc1cc2c(cc1C)[n+](Cc1ccc3ccccc3n1)cn2Cc1ccc2ccccc2n1	3.8*	-1.3*	17	15	16	5.2*	-7.2*	-1.0*	7.2*
CCOC(=O)c1cn2ncnc(Oc3ccc(NC(=O)NC4CC4)c(Cl)c3)c2c1C	101	84	89	80	89	85	102	95	81
O=C(O)CCn1c(O)c(/C=C2/C=c3cc4c(cc3=NC2=O)OCCO4)sc1=S	126	107	111	120	99	110	107	105	107
NNC(=O)C(N)=O	122	95	111	96	119	116	107	113	103
CNC1=C([N+](=O)[O-])C(c2ccc(F)cc2)C(C#N)=C(c2ccc[nH]2)O1 (centres undefined)	107	90	113	99	100	100	116	99	101
CCCCCCCCCCCC(C)=O	99	88	106	104	108	/	103	107	/
Cc1onc(-c2c(F)cccc2Cl)c1-c1ncc(-c2ccc(Cl)cc2)o1	57&61	62&84	50&66	37&68	40&81	42&44	35&43	17&27	41
